Cav3 T inh – inhibitors of human Cav3.2 T-type calcium channel. Cav3.2-expressing cells, Fluo-4 calcium fluorescence FDSS; hits give low values. B-score at 10 µM. 100,000 tested, 4% active. AID 449739;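 active means single-dose well whose peak fluorescence ratio is a statistical outlier from its plate by either plate-standardised score or position-corrected B-score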
Target sequence (O95180 whole entry, looked up): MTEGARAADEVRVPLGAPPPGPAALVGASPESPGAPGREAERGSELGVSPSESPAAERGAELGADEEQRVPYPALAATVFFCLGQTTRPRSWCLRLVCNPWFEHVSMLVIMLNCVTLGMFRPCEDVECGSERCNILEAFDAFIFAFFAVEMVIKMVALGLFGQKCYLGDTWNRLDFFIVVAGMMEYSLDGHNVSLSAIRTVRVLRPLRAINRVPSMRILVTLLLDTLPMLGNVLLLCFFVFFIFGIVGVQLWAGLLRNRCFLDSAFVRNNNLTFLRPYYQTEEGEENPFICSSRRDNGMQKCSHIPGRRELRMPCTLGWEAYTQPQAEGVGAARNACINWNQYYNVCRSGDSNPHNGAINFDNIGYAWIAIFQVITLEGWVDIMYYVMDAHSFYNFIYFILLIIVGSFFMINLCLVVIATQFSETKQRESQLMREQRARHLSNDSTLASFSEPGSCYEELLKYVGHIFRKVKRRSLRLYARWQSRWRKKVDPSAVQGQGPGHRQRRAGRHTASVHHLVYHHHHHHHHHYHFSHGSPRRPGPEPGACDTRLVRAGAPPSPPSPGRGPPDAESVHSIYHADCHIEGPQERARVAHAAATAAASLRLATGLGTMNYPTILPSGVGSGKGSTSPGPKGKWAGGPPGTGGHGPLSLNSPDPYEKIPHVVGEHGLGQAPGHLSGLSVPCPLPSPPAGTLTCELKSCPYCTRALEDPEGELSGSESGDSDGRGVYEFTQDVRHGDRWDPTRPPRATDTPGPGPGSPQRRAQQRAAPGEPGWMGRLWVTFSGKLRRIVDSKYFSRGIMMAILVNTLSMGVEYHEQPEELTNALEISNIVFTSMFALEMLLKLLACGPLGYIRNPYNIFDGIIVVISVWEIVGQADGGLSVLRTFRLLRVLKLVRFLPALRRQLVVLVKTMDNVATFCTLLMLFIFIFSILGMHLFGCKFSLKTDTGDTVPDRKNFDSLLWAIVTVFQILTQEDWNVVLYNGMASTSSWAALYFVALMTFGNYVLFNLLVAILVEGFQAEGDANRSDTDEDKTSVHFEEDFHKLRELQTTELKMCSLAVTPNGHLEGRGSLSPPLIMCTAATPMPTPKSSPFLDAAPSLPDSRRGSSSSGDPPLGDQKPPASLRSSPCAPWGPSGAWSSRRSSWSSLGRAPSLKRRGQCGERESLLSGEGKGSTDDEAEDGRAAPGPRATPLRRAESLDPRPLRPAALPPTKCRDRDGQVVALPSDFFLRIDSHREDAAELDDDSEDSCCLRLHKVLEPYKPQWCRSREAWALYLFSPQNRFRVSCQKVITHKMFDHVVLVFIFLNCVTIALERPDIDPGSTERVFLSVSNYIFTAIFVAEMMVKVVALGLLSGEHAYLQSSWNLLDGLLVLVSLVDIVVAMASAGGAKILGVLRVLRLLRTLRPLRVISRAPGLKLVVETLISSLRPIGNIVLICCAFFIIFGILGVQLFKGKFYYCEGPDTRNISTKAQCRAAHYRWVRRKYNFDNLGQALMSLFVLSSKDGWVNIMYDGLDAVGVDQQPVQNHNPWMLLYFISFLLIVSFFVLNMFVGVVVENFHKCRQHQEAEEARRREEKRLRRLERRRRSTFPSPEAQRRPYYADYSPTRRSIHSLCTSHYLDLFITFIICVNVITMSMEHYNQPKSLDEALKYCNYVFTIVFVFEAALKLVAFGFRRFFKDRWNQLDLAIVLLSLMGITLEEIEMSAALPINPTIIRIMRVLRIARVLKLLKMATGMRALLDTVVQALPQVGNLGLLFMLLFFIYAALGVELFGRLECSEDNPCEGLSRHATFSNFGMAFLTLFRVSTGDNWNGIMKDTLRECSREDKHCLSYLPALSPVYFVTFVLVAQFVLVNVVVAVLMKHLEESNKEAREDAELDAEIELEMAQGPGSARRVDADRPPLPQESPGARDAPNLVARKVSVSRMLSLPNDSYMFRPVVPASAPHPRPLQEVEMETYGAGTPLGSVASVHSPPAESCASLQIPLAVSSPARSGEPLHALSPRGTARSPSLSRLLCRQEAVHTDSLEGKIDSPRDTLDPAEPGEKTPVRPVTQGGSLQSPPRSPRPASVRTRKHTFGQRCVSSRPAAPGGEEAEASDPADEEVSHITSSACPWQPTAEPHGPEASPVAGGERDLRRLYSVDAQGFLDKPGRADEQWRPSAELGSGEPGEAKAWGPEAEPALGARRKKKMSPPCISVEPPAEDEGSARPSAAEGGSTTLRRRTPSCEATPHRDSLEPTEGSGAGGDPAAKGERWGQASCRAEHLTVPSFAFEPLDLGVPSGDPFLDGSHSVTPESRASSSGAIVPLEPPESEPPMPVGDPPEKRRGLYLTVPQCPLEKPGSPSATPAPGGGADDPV
* marks the source's active call; other numbers are inactive results. An excerpt; count on the stated rates, not on these rows.

SMILES	Cav3 T inh
O=C(Nc1ccc2c(c1)OCCO2)c1cc2sccc2n1Cc1ccccc1	-5.6*
CCC(=O)Nc1c(C(=O)N2CCCCCC2)cnn1-c1ccc(C)c(C)c1	0.66
N#Cc1cc(-c2ccccc2)c[nH]c1=O	0.93
Cc1ccc(S(=O)(=O)N2CCN(c3ccc4nnc(-c5ccccc5)n4n3)CC2)cc1	2.1
CN(C)CC(C)(C)CNS(=O)(=O)c1cccc(Cl)c1Cl	1.3
O=C(Nc1ccc(S(=O)(=O)NCc2ccccc2)cc1)c1ccc(Br)o1	-0.27
CC(C)N(C(=O)CSc1nc2ccccc2n1Cc1ccc(F)cc1)C(C)C	-6.3*
CCN(CC)S(=O)(=O)c1ccc(Cl)c(C(=O)NC)c1	-0.017
O=C(CN1C(=O)C2C3C=CC(C3)C2C1=O)NCCc1ccccc1 (stereo not given)	-0.7
CCCC/C=C/C(NC(=O)CCc1ccccc1)c1ccccc1 (stereo not given)	-1.9
Cc1ccc(S(=O)(=O)N2CCC(C(=O)Nc3ccccc3N3CCCCC3)CC2)cc1	-3.3
O=C(NC(=S)Nc1ccc2[nH]ncc2c1)c1ccccc1	-0.32
CCOC(=O)N1CCN(C(=O)CSc2nnc(-c3ccc(C(C)(C)C)cc3)o2)CC1	-0.25
COc1ccc(N2CCN(c3ncnc4c3cnn4-c3ccc(C)cc3C)CC2)cc1	-0.017
COc1ccc(-c2noc(CCC(=O)N3CCN(c4cc(C)ccc4C)CC3)n2)cc1	-6.9*
COc1cc(/C=N/N2C(=O)c3ccccc3NC2(C)c2cccc([N+](=O)[O-])c2)cc(Br)c1O (stereo not given)	-1.2
CSc1ccc(S(=O)(=O)NCCSC(C)(C)C)cc1	-2.3
O=C(CCC1COc2ccccc2O1)NCC1COc2ccccc2O1 (stereo not given)	-9.6*
C=CCOn1c(=O)c(-c2cc3ccccc3o2)[n+]([O-])c2ccccc21	0.03
Cc1ccccc1C(=O)NNC1=NCCC1	0.21

2 successive compounds out of the list so far:
SMILES	Cav3 T inh
O=C(Nc1ccc2c(c1)OCCO2)c1cc2sccc2n1Cc1ccccc1	-5.6*
CCC(=O)Nc1c(C(=O)N2CCCCCC2)cnn1-c1ccc(C)c(C)c1	0.66

The listing continues.
SMILES	Cav3 T inh
CCN1CCN(Cc2ccc(NC(=O)c3ccc(C)c(NC(=O)c4c[nH]c5cc(C(F)(F)F)ccc5c4=O)c3)cc2C(F)(F)F)CC1	0.47
C=CCn1c(SCC(=O)Nc2cccc(C)c2)nnc1-c1cnccn1	-0.032
CC(=O)N1CCc2cc(S(=O)(=O)NCCC(=O)N3CCN(c4ccccn4)CC3)ccc21	1.2
CCOC(=O)COc1ccc2c(c1)C(=O)CC1(CCN(C(C)=O)CC1)O2	1
COc1ccc(NS(=O)(=O)c2ccc(S(=O)(=O)N3CCCC3)cc2)cc1Cl	-3.4
CCCS(=O)(=O)N1CCC(C(=O)N2CCc3ccccc3C2)CC1	-0.34
Clc1cccc(/C=N/Nc2nnc(Cl)c3ccccc23)c1	0.11
O=C(Nc1cccc(F)c1)C1CCN(c2nnnn2-c2ccccc2)CC1	-7.5*
Cc1ccc(C(=O)NCCCC(=O)O)o1	0.58
O=C(CNC(=O)c1cccs1)OCC(=O)c1ccc2ccccc2c1	0.59
COc1cc(NC(=O)c2ccco2)c(OC)cc1NC(=O)Nc1ccc(Cl)cc1	-0.056
COc1cc(NC(=O)c2ccc3c(c2)OCO3)ccc1NC(=O)c1ccco1	0.66
C[C@H](NC(=O)CCC1CCC(=O)N1)c1ccccc1 (stereo not given in full)	0.74
COc1ccc2sc3ccccc3c(=O)c2c1	0.062
O=C(c1ccccc1)c1ccccc1C(=O)N1CCCC1	0.94
COC(=O)c1ccc(C(=O)OC)c(NS(=O)(=O)c2ccc(NC(C)=O)cc2)c1	0.18
c1ccc(-n2nnnc2NC2CCCCCC2)cc1	0.0023
CS(=O)(=O)c1nc2ccccc2n1Cc1ccccc1	-0.16
CN1CCCc2cc(C#N)c(=O)[nH]c21	0.18
COc1ccccc1C1CC(c2c(-c3ccccc3)c3cc(Cl)ccc3[nH]c2=O)=NN1S(C)(=O)=O (stereo not given)	0.59

Nothing new here: 19 of the compounds above.
SMILES	Cav3 T inh
C=CCn1c(SCC(=O)Nc2cccc(C)c2)nnc1-c1cnccn1	-0.032
CC(=O)N1CCc2cc(S(=O)(=O)NCCC(=O)N3CCN(c4ccccn4)CC3)ccc21	1.2
CCOC(=O)COc1ccc2c(c1)C(=O)CC1(CCN(C(C)=O)CC1)O2	1
COc1ccc(NS(=O)(=O)c2ccc(S(=O)(=O)N3CCCC3)cc2)cc1Cl	-3.4
CCCS(=O)(=O)N1CCC(C(=O)N2CCc3ccccc3C2)CC1	-0.34
Clc1cccc(/C=N/Nc2nnc(Cl)c3ccccc23)c1	0.11
O=C(Nc1cccc(F)c1)C1CCN(c2nnnn2-c2ccccc2)CC1	-7.5*
Cc1ccc(C(=O)NCCCC(=O)O)o1	0.58
O=C(CNC(=O)c1cccs1)OCC(=O)c1ccc2ccccc2c1	0.59
COc1cc(NC(=O)c2ccco2)c(OC)cc1NC(=O)Nc1ccc(Cl)cc1	-0.056
COc1cc(NC(=O)c2ccc3c(c2)OCO3)ccc1NC(=O)c1ccco1	0.66
C[C@H](NC(=O)CCC1CCC(=O)N1)c1ccccc1 (stereo not given in full)	0.74
COc1ccc2sc3ccccc3c(=O)c2c1	0.062
O=C(c1ccccc1)c1ccccc1C(=O)N1CCCC1	0.94
COC(=O)c1ccc(C(=O)OC)c(NS(=O)(=O)c2ccc(NC(C)=O)cc2)c1	0.18
c1ccc(-n2nnnc2NC2CCCCCC2)cc1	0.0023
CS(=O)(=O)c1nc2ccccc2n1Cc1ccccc1	-0.16
CN1CCCc2cc(C#N)c(=O)[nH]c21	0.18
COc1ccccc1C1CC(c2c(-c3ccccc3)c3cc(Cl)ccc3[nH]c2=O)=NN1S(C)(=O)=O (stereo not given)	0.59

Later entries
SMILES	Cav3 T inh
COC(=O)c1cc2occc2n1CC(=O)Nc1ccc(OC)c(OC)c1	0.047
O=C(Nc1ccc(Cl)cc1)C1CC2CCCC(C1)C2=O (stereo not given)	-0.37
O=C(OCCCCN1C(=O)c2ccccc2C1=O)c1ccc(Br)o1	-2.9
C[C@]1(C(=O)NCc2cc(F)cc(C(F)(F)F)c2)C=C[C@@H](Cc2ccccc2)N1C(=O)c1ccccc1	-2.7
Cc1ccc(-c2nn[nH]n2)o1	-0.48
Cc1ccc(-c2nnc(N(C)C(=O)c3cccnc3)s2)cn1	-0.61
Cc1ccccc1CN1CCN(CC(=O)NCc2ccccc2)C1=O	0.79
Cc1[nH]n(-c2ccccc2)c(=O)c1C(c1ccc(O)c([N+](=O)[O-])c1)c1c(C)[nH]n(-c2ccccc2)c1=O	-2.5
CC(C)CN(CCNC(=O)CC1Oc2ccccc2NC1=O)CC(C)C (stereo not given)	0.89
CC(C)OC(=O)[C@H]1[C@H](c2ccc(Cl)cc2)[C@@](C#N)(C(N)=O)[C@@H]2C=CC(C(N)=O)=CN21	-0.54
COCCCNS(=O)(=O)c1ccc2c3c(cccc13)C(=O)S2	-0.47
Cc1cc(NC(=O)C(C)Oc2ccc(Cl)cc2Cl)n(-c2ccccc2)n1 (stereo not given)	-3.5*
CCCOc1ccc(N2CC(C(=O)Nc3ccccc3OC)CC2=O)cc1 (stereo not given)	-1.1
CC1=C(C(=O)N2CCOCC2)C(c2cc(C)cs2)NC(=O)N1 (stereo not given)	-1.3
CCOC(=O)C1=C(c2ccccc2)N=C2SCC(=O)N2C1c1ccc(OCC)c(OCC)c1 (stereo not given)	-1.1
O=C(N(c1ccccc1)c1ccccc1)n1ccnc1	0.027
Cc1onc(-c2c(Cl)cccc2Cl)c1C(=O)N1CCCc2ccccc21	-2.8
COc1ccc(C)cc1S(=O)(=O)Nc1ccccc1	-1.3
CCOc1ccc2[nH]c3c(N4CCN(c5ccccn5)CC4)ncnc3c2c1	-0.14
CCc1cc(C(=O)NCCN(C)C)cs1	0.55
CCCS(=O)(=O)N1CCCC(C(=O)NCC2CCCO2)C1 (stereo not given)	1.3
CN(CC(=O)N1CCc2[nH]c3ccc(F)cc3c2C1)CC1OCCO1	0.96
CCCCCCC(=O)Nc1c(O)c2ccccc2[nH]c1=O	0.82
Cc1ccc(C2(C(F)(F)F)NC(=O)N3CCN=C3S2)cc1 (stereo not given)	-0.084
O=C(Nc1cccc(F)c1)c1cccnc1N1CCOCC1	-0.16
COc1ccc(NC(=O)CSc2nc(NS(=O)(=O)c3ccc(C)cc3)cc(=O)[nH]2)cc1	-6.4*
COc1cc(NC(=O)c2cccs2)cc(OC)c1	1.3
O=S(=O)(c1cnc[nH]1)N1CCN(c2ccc(Cl)cc2)CC1	-0.16
O=C(Cc1ccccc1)N1CCN(C(=O)c2ccco2)CC1	-0.022
CC(C)OCC(O)CS(=O)Cc1ccccc1 (stereo not given)	0.9
COC(=O)CSc1nnc(-c2ccco2)o1	-0.042
O=C(O)C1CCN(Cc2cnn(-c3ccccc3)c2-n2cccc2)CC1	0.48
COC1=C(OC)C(=O)C(CCCCCCCCCCO)=C(C)C1=O	-3.1
CN(C)c1nc(N)nc(N(c2ccccc2)c2ccccc2)n1	-0.086
Cc1ccc(NC(=O)NCCN2C(=O)C3C4C=CC(C4)C3C2=O)cc1 (stereo not given)	0.33
Cc1ccccc1N1CC(c2nc3ccccc3[nH]2)CC1=O (stereo not given)	0.26
CCN(Cc1ccccc1)C(c1cc2cc(C)ccc2[nH]c1=O)c1nnnn1CCOC (stereo not given)	-0.51
CCOc1cc(NC(=S)Nc2ccccc2)c(OCC)cc1NC(=O)c1ccccc1	-1.1
Cn1cc(S(=O)(=O)Nc2ccc(Br)cc2F)c(=O)n(C)c1=O	0.066
CCOC(=O)CNc1nnc(SCC(=O)OCC)[nH]c1=O	-0.31
COC(=O)c1c(C(=O)OC)c(-c2ccc(Cl)c(Cl)c2)n2c1CCC2	-0.51
C=CCn1nnnc1SCC(=O)Nc1cccc(OC)c1	0.22
O=C(Oc1ccccc1C(=O)N1CCOCC1)c1ccccc1	0.35
C=CCn1cnc2scc(-c3ccc(CC)cc3)c2c1=O	-0.15
O=C(Nc1nncs1)Oc1ccccc1	-0.41
Nn1c(Nc2ccccc2)nc2ccccc21	-0.041
COc1ccc(N(C)C(=O)CCS(=O)(=O)c2cccc3nonc23)cc1	0.11
CN=c1scc(C)n1/N=C/c1ccc(O)cc1	1.1
CCCCN(CCCC)C(=O)c1ccccc1NC(=O)CN1C(=O)c2ccccc2C1=O	-3.1
CC(C)C(c1nnnn1Cc1ccco1)N1CCN(C2CCCC2)CC1 (stereo not given)	0.68
Cc1csc2nc3ccccc3c(=O)n12	0.52
CCOC(=O)c1ccccc1NC(=O)CSc1cccc[n+]1[O-]	-0.069
C=CCn1c(CSc2nc3ccccc3s2)nnc1SCC(=O)NCc1ccccc1	-4.3*
CCCC(C)NC(=O)C1CCN(S(=O)(=O)c2ccccc2)CC1 (stereo not given)	2.2
O=C(CSc1nnc(-c2ccccc2Cl)o1)Nc1ccc2c(c1)OCCO2	-1.8
O=C(CN1CCN(Cc2ccccc2)CC1)c1c[nH]c2ccccc12	1.3
Cc1cc(Cl)ccc1OCCCC(=O)NC1CCN(C)CC1	-0.28
CCC(CC)NC(=O)c1n[nH]c(=O)c2ccccc12	-0.029
O=S1(=O)NC(=NCc2ccccc2)c2ccccc21	0.43
CCCn1c(=O)[nH]c(=O)c2[nH]cnc21	0.22

Remaining list, next part:
SMILES	Cav3 T inh
CC1Cc2nc(SCC(=O)NCc3ccco3)n(-c3ccccc3)c(=O)c2S1 (stereo not given)	0.54
COc1ccc(/C=N/n2cc(-c3ccccc3)nc2N)cc1	-1.4
Cc1cc2sc(C(=O)O)c(C)c2s1	-0.042
C(#CCN1CCOCC1)COC(c1ccccc1)c1ccccc1	-0.075
CC(NC(=O)N(Cc1ccccc1)Cc1ccc2c(c1)OCO2)(C(F)(F)F)C(F)(F)F	-3.9
COc1ccccc1NC(=O)COc1ccc(C(=O)OCC(=O)N2CCCC2=O)cc1OC	1
O=C1c2ccccc2C(Nc2ccc(F)c(Cl)c2)N1c1ccccn1 (stereo not given)	-1.9
CC(C(=O)NCC1CCCO1)N(C(=O)c1snc(C(N)=O)c1N)c1cccc(F)c1 (stereo not given)	1.2
CCOC(=O)c1ccc(-n2c(C)nc3c(cnn3-c3ccccc3Cl)c2=O)cc1	2.2
CC(=O)Nc1nonc1NC(=O)CSC1=NCCS1	-0.058
CN1CCN(c2nc3c(c(=O)[nH]c(=O)n3C)n2CCOc2ccccc2)CC1	1
COc1ccc(-n2c(SCC(=O)Nc3cc(C)on3)nc3c(c2=O)SCC3)cc1	-0.22
O=C(Nc1ccccc1C(=O)OCc1nnc(-c2ccccc2)o1)c1ccco1	-2.5
CCc1nnc(NS(=O)(=O)c2ccc(N=Cc3c(C)[nH]n(-c4ccc(C)cc4)c3=O)cc2)s1	1.7
CCOCCCNc1ccc(-c2ccccc2)nn1	0.078
O=C(NN=C1CCCCCCC1)c1ccccn1	0.0099
COc1ccc2c(c1OC)C(=O)OC2c1c(O)nc(SC)n(-c2ccccc2)c1=O (stereo not given)	-0.74
CC(C)(C)c1nn(-c2ccccc2)c2[nH]c(=O)c(CNCc3ccc4c(c3)OCO4)cc12	-0.19
CCOC(=O)c1ccc2[nH]c3c(c2c1)CCCC3C(=O)OCC (stereo not given)	-1.7
COc1cccc(N2CCN(C3OC(=O)c4ccccc43)CC2)c1 (stereo not given)	-0.0099
CC(C)c1nnc(NC(=O)c2cnccn2)s1	0.78
COCCn1c(-c2ccc(OC)c(OC)c2)nc2ccccc21	0.41
CCOc1ccc(S(=O)(=O)Nc2nc3ccccc3nc2N2CCN(C)CC2)cc1	1.2
CC(=O)Nc1ccc(C(=O)CSc2ncn(-c3ccccc3)n2)cc1	0.71
Cc1ccc(S(=O)(=O)c2c(N)n(NC(=O)c3ccco3)c3nc4ccccc4nc23)cc1	-5.5*
CCOC(=O)C(NC(=O)Nc1ccccc1)(OCC)C(F)(F)F (stereo not given)	0.41
COc1ccc(-c2c[n+]3c4n2CCCCC4=C(c2ccccc2)C3)cc1	-1.3
Nc1ncc(-c2ccccc2)n1CC1CCCO1 (stereo not given)	-0.1
CCC/C(=N/Nc1ccc(Cl)cc1)c1cnnc(-c2ccccc2)n1	-0.45
COC(=O)CC1Nc2ccccc2SC1=O (stereo not given)	0.57
CCCCCC(=O)N/N=C(\C)c1ccc(Cl)cc1	-0.26
O=C(O)c1nsc(Cl)c1Cl	0.018
CNc1ccccc1C(=O)OC	0.25
Clc1ccc(-c2noc(CSc3nnc(-c4ccncc4)n3-c3ccccc3)n2)cc1	-4.9*
